POLB inh: DNA polymerase beta (human) inhibition; P06746; Pol beta primer extension/strand displacement, fluorescence kinetic; Potency, µM (highest dose often 114 µM), inactives show top-dose activity change, negative = inhibition, hits mostly inhibitors; 1.3% of 340,000 active; AID 485314; note: % is set by controls: 0 for no effect and ±100 for the full control effect
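Homogeneous kinetic assay of primer extension and strand displacement by 10 nM Pol beta, preincubated 15 min at room temperature with compound before 50 nM substrate (final) was added. Read at 0 and 10 min; four-parameter Hill fit.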
POLK inh: blocks human DNA polymerase kappa activity. 0.53% of 400,000 active. Potency, µM (titrated, usually from 107 µM), for the others: at the top dose activity, negative = inhibition, usual class: inhibitors. Q9UBT6. purified Pol kappa, fluorescent DNA synthesis assay, 10 min; note: % is set by controls: 0 for no effect and ±100 for the full control effect
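Kinetic fluorescence readout at 0 and 10 min followed reaction start with substrate at 50 nM final. Beforehand, enzyme (10 nM Pol kappa) stood 15 min with compound at room temperature; buffer-only wells were negative controls.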
APE1 inh: APE1 (human) endonuclease inhibition. P27695. recombinant APE1, TAMRA/BHQ-2 abasic DNA cleavage fluorescence. Potency, µM (series often up to 65.8 µM), for the others: at the top dose activity change, negative = inhibition, actives largely listed as inhibitors. 0.35% of 350,000 active. AID 2517;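 note: plate controls were vehicle for no effect and reference inhibitor for full effect; nearly all actives have a fitted effect of over 55% in size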
Target sequence (P27695 whole entry, looked up): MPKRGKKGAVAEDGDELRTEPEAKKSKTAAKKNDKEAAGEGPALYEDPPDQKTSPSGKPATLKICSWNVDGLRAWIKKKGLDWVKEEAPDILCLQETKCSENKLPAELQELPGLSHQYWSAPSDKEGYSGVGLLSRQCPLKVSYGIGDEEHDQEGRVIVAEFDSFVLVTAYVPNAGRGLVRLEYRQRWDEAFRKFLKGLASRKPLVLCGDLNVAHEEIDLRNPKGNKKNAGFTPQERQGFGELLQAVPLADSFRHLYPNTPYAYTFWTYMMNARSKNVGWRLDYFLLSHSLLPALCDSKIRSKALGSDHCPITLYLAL
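Incision of a quenched TAMRA/BHQ-2 THF abasic-site duplex (50 nM) by 0.75 nM APE1, after 15 min compound preincubation, measured as fluorescence increase over three 60 s reads. Values normalized to buffer, DMSO and NSC13755 control wells.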
BAZ2B inh: blocks human BAZ2B; AlphaScreen BAZ2B-H3K14Ac peptide displacement; Q9UIF8; AID 504333; 4.4% of 360,000 active; Potency, µM (highest dose often 114 µM), for inactives: at the top dose activity change, negative = inhibition, usual class: inhibitors; note: % is set by controls: 0 for no effect and ±100 for the full control effect; nearly all actives have a fitted effect of over 60% in size
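Inhibition is scored as reduced AlphaScreen emission. The BAZ2B/b-H3(5-23)K14Ac complex (50 nM each) in PBS pH 7.4, 0.01% Tween-20 meets compound (up to 110 uM) for 30 min at RT before bead addition.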
G9a inh: blocks human histone lysine methyltransferase G9a; Potency, µM (doses to about 102 µM), for inactives: at the highest dose activity, negative = inhibition, usual class: inhibitors; 8.8% of 350,000 active; G9a H3K9 monomethylation, AlphaScreen, 2 h; Q96KQ7; note: % is set by controls: 0 for no effect and ±100 for the full control effect; nearly all actives have a fitted effect of over 75% in size
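Compounds were preincubated with 20 nM G9a for 15 min, after which biotinylated H3K9 peptide (500 nM) and SAM (20 uM) started a 2 h room-temperature reaction. Monomethylated product was quantified by antibody-based AlphaScreen chemiluminescence.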
Pol eta inh: DNA polymerase eta (human) inhibition. recombinant Pol eta, fluorescent DNA replication assay. Potency, µM (top dose mostly 114 µM), inactives show top-dose activity change, negative = inhibition, usual class: inhibitors. 1.2% of 390,000 active. AID 588591; note: % is set by controls: 0 for no effect and ±100 for the full control effect
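Pol eta (10 nM) was preincubated with compounds for 15 min at room temperature, after which fluorescent replication substrate (50 nM final) was added to start the reaction. Fluorescence was read kinetically at 0 and 10 min.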
POLI inh: blocks human DNA polymerase iota activity | Q9UNA4 | Pol iota fluorescent replication assay, 10 min | Potency, µM (series often up to 115 µM), for the others: at the top dose activity, negative = inhibition, hits mostly inhibitors | 1% of 390,000 active
Target sequence (Q9UNA4 whole entry, looked up): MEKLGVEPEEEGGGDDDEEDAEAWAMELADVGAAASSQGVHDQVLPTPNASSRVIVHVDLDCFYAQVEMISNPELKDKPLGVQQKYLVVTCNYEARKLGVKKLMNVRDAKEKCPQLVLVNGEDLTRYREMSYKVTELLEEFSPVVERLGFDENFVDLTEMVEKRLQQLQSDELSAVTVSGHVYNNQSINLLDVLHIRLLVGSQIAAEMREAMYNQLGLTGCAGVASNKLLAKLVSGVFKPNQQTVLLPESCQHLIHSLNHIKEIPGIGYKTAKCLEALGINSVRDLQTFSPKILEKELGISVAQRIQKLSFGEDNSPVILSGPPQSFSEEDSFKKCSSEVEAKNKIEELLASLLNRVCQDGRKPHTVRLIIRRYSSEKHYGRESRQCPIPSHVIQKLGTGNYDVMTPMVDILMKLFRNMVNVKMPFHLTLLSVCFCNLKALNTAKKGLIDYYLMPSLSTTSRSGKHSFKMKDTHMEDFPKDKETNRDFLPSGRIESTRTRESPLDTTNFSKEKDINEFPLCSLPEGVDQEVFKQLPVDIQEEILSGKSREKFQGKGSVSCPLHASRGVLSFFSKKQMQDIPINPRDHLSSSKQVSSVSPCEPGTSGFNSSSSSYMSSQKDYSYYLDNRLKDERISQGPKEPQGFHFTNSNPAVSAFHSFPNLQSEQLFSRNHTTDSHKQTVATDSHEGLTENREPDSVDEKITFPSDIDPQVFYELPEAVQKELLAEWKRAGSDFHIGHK
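Pol iota at 10 nM preincubated 15 min with compounds at room temperature; reaction started with fluorescent substrate, 50 nM final. Fluorescence read kinetically at 0 and 10 min; buffer-only wells as negative control.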
BLM inh: blocks DNA unwinding by human BLM helicase | recombinant BLM DNA unwinding, fluorescence dequenching | P54132 | Potency, µM (series often up to 56.1 µM), inactives show top-dose activity change, negative = inhibition, usual class: inhibitors | 0.2% of 350,000 active;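 note: plate controls were vehicle for no effect and no enzyme for full effect; nearly all actives have a fitted effect of over 35% in size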
Apoferritin bind: binds horse apoferritin like a general anesthetic; P02791; apoferritin/1-aminoanthracene competitive binding, fluorescence; Potency, µM (titrated, usually from 77.5 µM), for the others: top-dose activity change, negative = displacement, actives largely listed as inhibitors; 0.074% of 350,000 active; AID 485281; note: % is set by controls: 0 for no effect and ±100 for the full control effect; nearly all actives have a fitted effect of over 20% in size
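Horse-spleen apoferritin (10 uM) was mixed with 50% saturated 1-aminoanthracene in PBS, exposed to compounds for 10 min at room temperature, and read for fluorescence (ex 380 nm, em 535 nm). Competitive displacement was fitted with a four-parameter Hill equation.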
* marks the source's active call; other numbers are inactive results; ? = inconclusive; . = no result given; [ ] = remark or other dose. Calls come from the whole dose curve; as a rule, active = well fitted curve in the direction sought with a large enough effect; inconclusive = small, poorly fitted or top-dose-only effect, or another doubt; inactive = no such curve, though single readings can be large; an effect the other way counts as inactive or inconclusive. Potency is the fitted concentration of half-maximal effect.

Molecule	POLB inh	POLK inh	APE1 inh	BAZ2B inh	G9a inh	Pol eta inh	POLI inh	BLM inh	Apoferritin bind
CN=C(c1ccco1)n1c(=S)nc(-c2ccco2)n(C)c1=S	-10%	-39%	?	?	8.9µM*	?	?	-10%	-14%
Cc1cc(/C=C(\C#N)C(=O)Nc2ccc(F)cc2)c(C)n1-c1ccc(N2CCOCC2)c([N+](=O)[O-])c1	-25%	2%	0%	-37%	?	-13%	-9%[58.9 µM]	-1%	-13%
COc1ccccc1OCC(=O)Nc1ccc(NC(=O)COc2ccccc2OC)cc1	-3%	-29%	-4%	-1%	23%[12.7 µM]	12%	-20%	-8%	6%
c1ccc(C2CC(c3cccs3)n3nnnc3N2)cc1 (configuration not stated)	20%	10%	5%	0%	105%[activator][59 µM]	-15%	?	1%	-15%
CCN1CCN(S(=O)(=O)c2cc3c(cc2Cl)NC(=O)CO3)CC1	-3%	-6%	32%	-28%	-19%	13%	?	-3%	-19%
CCOC(=O)c1ccccc1NC(=O)CSc1nnc(COc2ccccc2)n1CC	4%	-15%	2%	4%	5%	-15%	26%	2%	?
COc1ccccc1NC(=O)CN1C(=O)c2ccccc2Sc2ccc(C(=O)N3CCCC3)cc21	50µM*	-11%[60.1 µM]	.	-37%	-6%[59 µM]	79µM*	79µM*	-11%	-8%
COC(=O)c1ccc(-c2nc3cc(NC(C)=O)ccc3o2)cc1	-9%	?	.	1%	3%[59 µM]	0%	?	-1%	3%
CCOC(=O)c1c(C)[nH]c(C)c1S(=O)(=O)NCC(=O)Nc1cccc(Cl)c1	1%	-3%	.	-18%	1%[59 µM]	-10%	30%	-1%	0%
CN=C1S/C(=C\c2ccc(N3CCCC3)c(F)c2)C(=O)N1C	27%	-17%	1%	-10%	7%	-13%	17%	-2%	-10%

(list continues)
Molecule	POLB inh	POLK inh	APE1 inh	BAZ2B inh	G9a inh	Pol eta inh	POLI inh	BLM inh	Apoferritin bind
O=C(O)c1ccc2c(c1)C(=O)N([C@H](Cc1ccc(F)cc1)C(=O)O)C2=O	.	.	-3%	-2%	-4%[12.7 µM]	.	.	2%	-3%
Cn1cnnc1SCc1nc(N)nc(Nc2ccccc2)n1	2%	-19%	-5%	8%	-3%[59 µM]	10%	16%	-2%	-9%
CCOC(=O)CNC(=O)Nc1cc(C(=O)NCc2cccc(F)c2)ccc1N1CCCC1	?	1%[60.1 µM]	.	-5%	12%[59 µM]	-21%	6%	-1%	-9%
Cc1cc2nc(-c3ccc(SCc4ccc(C(=O)O)cc4)nc3)[nH]c2cc1C	22µM*	-18%	4%	32µM*	32µM*	28µM*	?	?	-4%
Cc1ccc(COc2ccc(/C=N/NC(=O)c3ccc(CN4CCOCC4)cc3)cc2)cc1	?	-12%	-3%	3%	-11%[59 µM]	1%	51%[activator]	0%	3%
CCOC(=O)c1noc2ncnc(Nc3ccc(C)c(F)c3)c12	1%	2%	.	0%	4%[59 µM]	-13%	19%	-1%	12%
O=c1c(F)cn(C2CCCO2)c(=O)n1Cc1ccccc1Cl (configuration not stated)	1%	-7%	2%	0%	19%[12.7 µM]	-5%	2%[58.9 µM]	1%	7%
CCOC(=O)C1CCCN(Cc2cn[nH]c2-c2ccc(F)cc2F)C1 (configuration not stated)	27%	-10%	25%	-17%	.	-20%	102%[activator]	4%	-2%
Cc1ccc(-n2nc3c(=O)n(CC(=O)NCCc4ccc(Cl)cc4)nc(C)c3c2C)cc1	0%	-2%	24%	79µM*	?	-11%	-11%	-12%	-20%
O=C(NCc1ccccc1)c1ccc(CS(=O)(=O)c2ccccc2)o1	4%	-19%	-3%	7%	13%	-2%	12%	-4%	-12%

The list continues:
Molecule	POLB inh	POLK inh	APE1 inh	BAZ2B inh	G9a inh	Pol eta inh	POLI inh	BLM inh	Apoferritin bind
c1ccc(-c2nn3c(C4CCCCC4)nnc3s2)cc1	29%	-13%	27%	11%	-4%	8%	9%	0%	-14%
NS(=O)(=O)c1ccc(NC(=O)CN2CCCc3ccccc32)cc1	4%	-1%	0%	-26%	28µM*	-13%	41%[activator]	-4%	5%
CCC(C)Nc1nc2c(c(=O)[nH]c(=O)n2C)n1Cc1ccc(F)cc1 (configuration not stated)	-11%	-25%	.	-2%	2%[59 µM]	-17%	38%[activator]	0%	-13%
Cc1ccc(-c2nc(CS(=O)CC(=O)NCCN3CCCC3)c(C)o2)cc1 (configuration not stated)	15%	1%	3%	1%	-23%	-9%	14%	3%	-4%
Cc1ccc(NC(=O)CSc2nccn2C2CCCC2)cc1	25%	-6%[60.1 µM]	.	-29%	-11%[59 µM]	-8%	15%	0%	-13%
CC(=O)Cc1nsc(NC(=O)c2ccc(COc3cccc(C)c3)o2)n1	28%	-13%	9%[12.4 µM]	-1%	-10%[59 µM]	2%	12%	-2%	-13%
Cc1ccc(NC(=O)c2noc3c2CC(C(C)(C)C)CC3)cc1 (configuration not stated)	-17%	-2%	2%	0%	4%[59 µM]	-8%	0%	-2%	-13%
O=C1C=C(Nc2ccc(F)cc2)c2ccccc2C1=O	.	-16%	-15%	?	7.9µM*	?	1%	.	.
CCN(CC)C(=O)Cn1cc(C(=O)C(=O)N2CCc3ccccc32)c2ccccc21	-19%	-13%	-2%	.	?	-21%	73%[activator]	1%	?
COc1ccc(CCNc2oc(COc3cccc(C)c3)nc2C#N)cc1OC	1%	-14%	.	?	14µM*	-17%	-20%	-12%	-18%

New compounds follow.
Molecule	POLB inh	POLK inh	APE1 inh	BAZ2B inh	G9a inh	Pol eta inh	POLI inh	BLM inh	Apoferritin bind
COc1ccc(CCNc2ncnc3c2c(C)c(C)n3CCCN(C)C)cc1OC	33%	8%	5%	-38%	?	-9%	2%	-13%	2%
Cc1cc(NC(=O)CC2CCCC2)n(-c2nc3ccccc3[nH]2)n1	24%	-5%	-2%	-2%	19%	-2%	10%	-5%	-22%
COc1ccc(NC(=O)c2c(NC(=O)CNCC(C)C)sc3c2CCC3)c(OC)c1	-24%	-5%	3%	1%	.	-5%	9%	-7%	?
O=C(Nc1ccccc1N1CCCC1)C1CCN(S(=O)(=O)c2cccc(C(F)(F)F)c2)CC1	.	-4%	1%	?	14µM*	-11%	4%	.	.
CCOC(=O)c1ccc(N2CCN(c3ccccc3F)CC2)c(NC(=O)Nc2ccccc2)c1	-21%	-7%	-6%	3%	?	-20%	73%[activator]	-7%	0%
CC(C)CC(NS(=O)(=O)c1ccc2c(c1)oc(=O)n2C)C(=O)NC1CCCc2ccccc21 (configuration not stated)	20%	-3%	-3%	-2%	7%	-1%	32%[activator]	-4%	-6%
COc1ccc2[nH]c(=O)c(CN(Cc3cccs3)Cc3nnnn3C(C)(C)C)cc2c1	-2%	-15%	-4%	-2%	-21%[59 µM]	-6%	5%	0%	5%
O=C(COc1ccc([N+](=O)[O-])cc1)Nc1cccnc1	?	-27%	-1%	0%	?	?	?	-3%	-5%
Cc1cccc(C)c1NC(=O)CCS(=O)(=O)c1ccc(Br)cc1	24%	-13%	28%	0%	7%	-9%	27%	0%	-3%
Cc1ccc(CNC(=O)Cc2coc3cc(C)cc(C)c23)cc1	-6%	-22%	.	2%	5%[59 µM]	-10%	2%	0%	-6%

Carrying on:
Molecule	POLB inh	POLK inh	APE1 inh	BAZ2B inh	G9a inh	Pol eta inh	POLI inh	BLM inh	Apoferritin bind
COc1ccc(OCC(O)CNCCNc2nccc(C(F)(F)F)n2)cc1 (configuration not stated)	2%	-2%	14%	-10%	.	-19%	155%[activator]	-3%	-2%
CC(C)Cc1nnc(NC(=O)c2ccc3c(c2)NC(=O)C(C)S3)s1 (configuration not stated)	.	-5%	18%	7%	?	-13%	-2%	.	.
N#Cc1c(C(F)(F)F)cc(-c2cccs2)nc1SCc1cccnc1	0%	-3%	17%	?	0%[12.7 µM]	?	5%	-9%	-8%
COCCNC(=O)/C(C#N)=C/c1cccs1	-10%	0%	0%	5%	-9%	-17%	43%[activator]	-3%	-7%
NS(=O)(=O)c1ccc(N/N=C/c2ccc(O)cc2O)c([N+](=O)[O-])c1	25µM*	?	7%	?	.	?	50µM*	-24%	-12%
CCN(CC(=O)N1CCC(C)CC1)S(=O)(=O)c1ccc(C)cc1	-1%	-1%	34%	-20%	28%	-12%	-18%	1%	-13%
CSc1ncccc1C(=O)NCC(c1cccs1)N1CCOCC1 (configuration not stated)	.	-1%	5%	-5%	4%	-16%	1%	.	.
Cc1cccc(C)c1NC(=O)C(NC=O)c1ccccc1Cl (configuration not stated)	-2%	-17%	?	-3%	22%	-7%	14%	-1%	-12%
CS(=O)(=O)N1CCN(C(=O)Cc2cccs2)CC1	20%	-7%	?	12%	-5%[59 µM]	-16%	-8%[58.9 µM]	2%	-8%
CCc1ccc(-c2nnn(CCC(=O)OC)n2)cc1	2%	-4%	-3%	2%	5%[59 µM]	-11%	4%	2%	-12%
O=c1c2ccccc2nnn1Cc1ccc(F)cc1	5%	-13%	17%	3%	0%	-23%	144%[activator]	0%	?
CCOC(=O)c1cnc2ccc(OC)cc2c1NCCc1ccccc1	-15%	-27%	.	59%[activator]	68%[activator][59 µM]	.	?	1%	34%[activator]
COC(=O)c1cc(COc2ccc3oc(C)c(C(=O)OC)c3c2)c(C)o1	-18%	-10%	-2%	3%	9%[12.7 µM]	-10%	?	-10%	8%

Fetched by structure from the entries so far (6):
Molecule	POLB inh	POLK inh	APE1 inh	BAZ2B inh	G9a inh	Pol eta inh	POLI inh	BLM inh	Apoferritin bind
CCN(CC(=O)N1CCC(C)CC1)S(=O)(=O)c1ccc(C)cc1	-1%	-1%	34%	-20%	28%	-12%	-18%	1%	-13%
N#Cc1c(C(F)(F)F)cc(-c2cccs2)nc1SCc1cccnc1	0%	-3%	17%	?	0%[12.7 µM]	?	5%	-9%	-8%
COc1ccc(OCC(O)CNCCNc2nccc(C(F)(F)F)n2)cc1 (configuration not stated)	2%	-2%	14%	-10%	.	-19%	155%[activator]	-3%	-2%
CSc1ncccc1C(=O)NCC(c1cccs1)N1CCOCC1 (configuration not stated)	.	-1%	5%	-5%	4%	-16%	1%	.	.
CCc1ccc(-c2nnn(CCC(=O)OC)n2)cc1	2%	-4%	-3%	2%	5%[59 µM]	-11%	4%	2%	-12%
CCOC(=O)c1cnc2ccc(OC)cc2c1NCCc1ccccc1	-15%	-27%	.	59%[activator]	68%[activator][59 µM]	.	?	1%	34%[activator]

Compound activity: PubChem BioAssay, National Center for Advancing Translational Sciences (NCATS)

This is a subset, so the mix of outcomes need not match the whole.
